High-throughput results: PubChem BioAssay, National Center for Advancing Translational Sciences (NCATS)
FEN1 inhibitor = qHTS Assay for the Inhibitors of Human Flap endonuclease 1 (FEN1); Recombinant FEN1 flap cleavage, fluorescence, 15 min; Potency, µM (doses to about 114 µM), for the others: at the top dose activity change, negative = inhibition, actives largely listed as inhibitors; 390,000 tested, 0.35% active; AID 588795, 2011; P39748; also: nearly all actives have a fitted effect of over 65% in size
Target sequence (P39748 whole entry, looked up): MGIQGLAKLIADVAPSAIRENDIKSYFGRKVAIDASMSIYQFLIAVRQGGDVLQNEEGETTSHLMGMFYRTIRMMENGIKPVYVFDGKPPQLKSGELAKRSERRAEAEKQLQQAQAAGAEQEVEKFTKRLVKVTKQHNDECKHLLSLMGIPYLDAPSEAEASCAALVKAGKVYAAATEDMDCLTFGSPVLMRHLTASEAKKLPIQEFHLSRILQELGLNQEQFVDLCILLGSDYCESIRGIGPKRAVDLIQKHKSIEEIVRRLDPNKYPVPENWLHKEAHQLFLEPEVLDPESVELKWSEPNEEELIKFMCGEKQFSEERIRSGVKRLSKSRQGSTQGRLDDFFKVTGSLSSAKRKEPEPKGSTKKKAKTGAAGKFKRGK
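Concentration–response screening of FEN1 (10 nM): 15 min compound preincubation at room temperature, reaction started with 50 nM substrate and read at 0 and 15 min. Corrected, normalized data were fitted by a four-parameter Hill equation.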
N370S GC mod = qHTS Assay for Inhibitors and Activators of N370S glucocerebrosidase as a Potential Chaperone Treatment of Gaucher Disease; Lysosomal acid glucosylceramidase (Homo sapiens), P04062; N370S GC spleen homogenate, 4MU-glucoside fluorescence; Potency, µM (series often up to 59.4 µM), for the others: top-dose activity change, negative = inhibition, actives largely listed as inhibitors; 330,000 tested, 0.092% active;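 also: 0% = full enzyme activity and -100% = no enzyme basal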
GCN5L2 inh = qHTS Assay for Inhibitors of GCN5L2. Histone acetyltransferase KAT2A (Homo sapiens), Q92830. AID 504327, 2011. Potency, µM (top dose mostly 58.9 µM), inactives show at the top dose activity change, negative = inhibition, actives largely listed as inhibitors. 390,000 tested, 0.21% active. GCN5L2 HAT assay, ThioGlo1 CoA-SH fluorescence
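Enzyme at 20nM final was mixed with library compounds for 15 min at room temperature. Peptide H3(1-25) at 75uM, acetyl-CoA at 70uM and ThioGlo1 at 50uM were then added. Plates were read immediately and after 20 min (Ex340nm/Em540nm).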
An asterisk follows results filed as active; ? = inconclusive; . = not tested or not shown. Calls follow the shape of the dose curve; as a rule, active = well fitted curve in the direction sought with a large enough effect; inconclusive = small, poorly fitted or top-dose-only effect, or another doubt; inactive = no such curve, though single readings can be large; an effect the other way counts as inactive or inconclusive. Unless noted, % is scaled to controls: 0 for no effect and ±100 for the full control effect; potency is read from the fitted curve at half-maximal effect. A portion of the library; the hit share may differ from the screen's.

The first three records (preview)
SMILES | FEN1 inhibitor | N370S GC mod | GCN5L2 inh
Cc1cc(F)ccc1S(=O)(=O)NCC1CC2CCC1C2 (stereo not given) | 9% | -3% | -1%
CN(C(=O)CSc1nc(-c2ccc(F)cc2)cs1)C1CCS(=O)(=O)C1 (stereo not given) | 2% | -3% | 1%
CCOC(=O)C1=C(c2ccccc2)N=c2s/c(=C\c3ccco3)c(=O)n2C1c1cccs1 (stereo not given) | -17% | 17% | ?

Main list, repeating the preview:
SMILES | FEN1 inhibitor | N370S GC mod | GCN5L2 inh
Cc1cc(F)ccc1S(=O)(=O)NCC1CC2CCC1C2 (stereo not given) | 9% | -3% | -1%
CN(C(=O)CSc1nc(-c2ccc(F)cc2)cs1)C1CCS(=O)(=O)C1 (stereo not given) | 2% | -3% | 1%
CCOC(=O)C1=C(c2ccccc2)N=c2s/c(=C\c3ccco3)c(=O)n2C1c1cccs1 (stereo not given) | -17% | 17% | ?
COc1ccc(CNC(=O)C(CCSC)NS(=O)(=O)c2ccc3c(c2)oc(=O)n3C)cc1 (stereo not given) | -2% | . | -1%
Cc1cc(C)c(/C=C/c2onc(C)c2S(=O)(=O)N2CCC(C(=O)N(C)Cc3ccccc3)CC2)c(C)c1 | -6% | . | -1%
COc1ccc(N2CCN(C(=O)CN(C)S(=O)(=O)c3ccc4c(c3)c(=O)n(C)c(=O)n4C)CC2)cc1 | 1% | 4% | -1%
COc1ccc(CNC(=O)CCSCc2ccccc2C)cc1 | 3% | -6% | -13%
Cc1ccc(-c2nn(-c3ccccc3)cc2C2CC(c3cccs3)=NN2C(=O)CCCC(=O)O)cc1 (stereo not given) | 50µM* | -2% | -4%
COc1ccc(Nc2cc(C)c3ccccc3n2)cc1 | -3% | 5% | -8%
Cc1ccc(S(=O)(=O)N2CCCCC2c2cccnc2)c(C)c1C (stereo not given) | -7% | 4% | -2%
CC(C)CCn1c(O)c(N=Nc2ccccn2)c2ccccc21 | -16% | 11% | -6%
COCC(=O)N(C)C1(c2nnnn2CCOC(=O)Nc2cccc3ccccc23)CCCC1 | -11% | -6% | -9%

An excerpt of these results, with each value named.
canonical_smiles: Cc1ccc(-c2nn(-c3ccccc3)cc2C2CC(c3cccs3)=NN2C(=O)CCCC(=O)O)cc1 (stereo not given)
  FEN1 inhibitor = 50µM*	N370S GC mod = -2%	GCN5L2 inh = -4%
canonical_smiles: COc1ccc(Nc2cc(C)c3ccccc3n2)cc1
  FEN1 inhibitor = -3%	N370S GC mod = 5%	GCN5L2 inh = -8%
canonical_smiles: Cc1ccc(S(=O)(=O)N2CCCCC2c2cccnc2)c(C)c1C (stereo not given)
  FEN1 inhibitor = -7%	N370S GC mod = 4%	GCN5L2 inh = -2%
canonical_smiles: CC(C)CCn1c(O)c(N=Nc2ccccn2)c2ccccc21
  FEN1 inhibitor = -16%	N370S GC mod = 11%	GCN5L2 inh = -6%

Next records
SMILES | FEN1 inhibitor | N370S GC mod | GCN5L2 inh
C/C(=N\NC(=O)OC(C)(C)C)c1ccccc1Br | 10% | 0% | 4%
Cc1ccc(S(=O)(=O)N2CCN(C(=O)CCn3nc(C)c(C)c3C)CC2)cc1 | 3% | -28% | -1%
Cc1ccc(O)c(CCc2ccc(O)cc2)n1 | -2% | -20% | -5%
CC(=O)c1ccc(NC(=O)COC(=O)CC2CC3CCC2C3)cc1 (stereo not given) | 2% | . | -7%
O=C(Nc1ccccc1)c1nc[nH]c1C(=O)NCCNC(=O)c1[nH]cnc1C(=O)Nc1ccccc1 | 4% | . | -12%
O=C(CSc1nnc(COc2ccccc2Cl)o1)Nc1ccccc1 | -5% | . | -3%
Nc1nc(C(F)(F)F)cc(=O)[nH]1 | -1% | -1% | -2%
Cc1c(NC(=O)c2cc(-c3ccc4c(c3)OCO4)on2)c(=O)n(-c2ccccc2)n1C | -2% | -3% | -4%
CN(C)S(=O)(=O)c1ccc(Cl)c(C(=O)NC2CCN(Cc3ccccc3)C2)c1 (stereo not given) | -11% | -13% | -12%
COc1ccc(Cc2nnc(NS(=O)(=O)Cc3ccccc3)s2)cc1 | -2% | 1% | -1%
NC(=O)c1c(NC(=O)CCCn2cnc([N+](=O)[O-])n2)sc2c1CCCC2 | 4% | -6% | -3%
O=C(N/N=C/c1cc(Cl)ccc1O)c1ccc(Br)cc1 | ? | -2% | -25%
COc1ccc(CCOC(=O)c2cccc(NC(C)=O)c2)cc1 | 0% | -9% | -4%
C=CCn1c(SCC(=O)NC2CC2)nnc1-c1cccs1 | 20% | 0% | -24%
O=[N+]([O-])c1ccc(N2CCN(c3ccccc3)CC2)cc1 | 2% | 5% | -6%
COc1ccc(NC(=O)CN(C)C(=O)c2cccc(S(=O)(=O)N3CCN(C)CC3)c2)cc1 | -1% | -6% | 0%
CC(C)Cc1nc2n[nH]c(N)c2c2c1COC(C)(C)C2 | -5% | 11% | -7%
COc1ccc(-c2cc(C(=O)N/N=C/c3cccnc3)c3ccccc3n2)cc1 | -21% | -14% | -6%
CC(=O)Nc1nnc(-c2c(-c3c(Cl)cccc3Cl)noc2C)o1 | 3% | -1% | -1%
CN1CCN(C(=O)c2cn(-c3ccccc3)nc2-c2cccnc2)CC1 | 21% | -1% | -6%
COc1ccc(CCNC2CC(=O)N(CCc3ccc(OC)c(OC)c3)C2=O)cc1 (stereo not given) | 0% | 11% | 2%
COc1cccc(C2Nc3ccc4ccccc4c3C3=C2C(=O)CCC3)c1O (stereo not given) | 8% | 2% | -3%
Cc1cc(C)cc(C(=O)NCC(=O)N(C)CCOc2ccccc2)c1 | -10% | . | 0%
O=C(CCSCc1ccccc1Cl)NC1CCCCC1 | -4% | 1% | -2%
Cc1cc(C)nc(OC(C(=O)O)C(OCCc2ccccc2)(c2ccc(F)cc2)c2ccc(F)cc2)n1 (stereo not given) | 3% | -8% | -4%
COC(CNS(=O)(=O)c1cccc2nonc12)OC | -3% | 2% | -3%
CCCCN(CCCNC(=O)C1CCN(C(=O)c2cc3sccc3n2C)CC1)Cc1ccccc1 | 6% | -18% | -4%
O=[N+]([O-])c1ccc(Cl)c2cccnc12 | 13% | 9% | 17%
Cc1cccc(NS(=O)(=O)c2cccc3cccnc23)n1 | 22% | 0% | -10%
CCSc1nnc(NC(=O)C2(C)Cc3ccccc3C(=O)O2)s1 (stereo not given) | 0% | 7% | 1%
Cc1ccc(N/N=C(\C#N)C(N)=S)c(C)c1 | 5% | 8% | ?
Cc1ccc2cc(S(=O)(=O)NCCCC(=O)O)ccc2c1 | 0% | 7% | 0%
Cc1ccc(OCCC(=O)OCC(=O)NC2CCCC(C)C2C)cc1 (stereo not given) | 15% | . | -2%
COc1ccc(CCC(=O)N/N=C(\C)c2ccc3c(c2)OCO3)cc1 | -2% | -10% | -5%
CCOC(=O)c1sc2nc(CSc3nc4ccccc4n3CC)[nH]c(=O)c2c1C | 5% | -6% | -2%
Cc1ccccc1NC(=O)CSc1nc2ccc(NC(=O)c3ccccc3)cc2s1 | 8% | . | -19%
CCOC(=O)C1=C(COC(=O)CNS(=O)(=O)c2ccc(C)cc2)NC(=O)NC1C (stereo not given) | 6% | 2% | 0%
CC(C)NC(=O)Cn1c(SCC(=O)N2CCCCCC2)nc2ccccc21 | -11% | . | 1%
Cc1c(Br)c([N+](=O)[O-])nn1CC(=O)Nc1ccc(CC#N)cc1 | . | 16% | 1%
COc1ccc(NC(=O)CCN2C(=O)c3ccncc3C2=O)cc1OC | 8% | -3% | ?
COc1ccc(/C=C(/CC(=O)Nc2ccc(C)cc2)c2nc3ccccc3s2)cc1 | 7% | 3% | -14%
COc1ccc(CCN2C(=O)N(c3cccc(C)c3)C(=O)C2CC(=O)Nc2ccccc2)cc1OC (stereo not given) | -15% | . | 2%
COc1ccc(-c2nnc(N(C)C(=O)c3ccco3)s2)cc1OC | 11% | -2% | -3%
CCOC(=O)C1CCN(C(=O)CSc2ccc(Br)cc2)CC1 | 14% | 4% | -1%
O=S(=O)(c1ccc(Cl)cc1)N1CCCCCC1 | -12% | -1% | -2%
Fc1cccc(Cl)c1Cn1nnc2c(NCc3ccncc3)ncnc21 | -13% | -23% | -5%
COC(=O)c1ccc(SC2CCCCC2)c([N+](=O)[O-])c1 | 3% | 11% | -3%
C=CCn1c(N)c(C(=O)OCC(C)C)c2nc3ccccc3nc21 | -20% | ? | -5%
O=c1c2ccccc2cnn1Cc1cccc(Br)c1 | -19% | 8% | 3%
CC(C)(C)CC(=O)Nc1nnc(SCC(=O)NC2CCCCC2)s1 | -2% | 2% | -7%
Cc1c(Cl)cccc1N(CC(=O)NC(C)c1ccccc1)S(C)(=O)=O (stereo not given) | -10% | -3% | -12%
COc1ccc(CCNC(=S)N2CCC(C(=O)c3ccc(F)cc3)CC2)cc1OC | -13% | -17% | -4%
Cc1ccc(C)c(N2CCN(C(=O)C3CCCCN3S(=O)(=O)c3ccc(F)cc3)CC2)c1 (stereo not given) | -2% | 21% | -2%
O=C(CC1(O)C(=O)Nc2ccccc21)c1ccc(-n2cccc2)cc1 (stereo not given) | 5% | -7% | -5%
Cc1cccc(N2CCN(C(=O)c3oc4ccc(Br)cc4c3C)CC2)c1C | 11% | . | -10%
CC(C)c1ccc2c(c1)C1(NN=C(c3ccccc3)S1)C(=O)N2 (stereo not given) | -6% | 3% | -4%
Nc1ccc(N2CCN(c3ncc(C(F)(F)F)cc3Cl)CC2)c(C(F)(F)F)c1 | ? | . | -20%
CCC1CN(C(=O)Nc2cccc3c2CCCC3)c2cc(Cl)ccc2O1 (stereo not given) | -11% | . | -6%
Cn1cc(C(=O)NCCN2CCN(c3cccc(Cl)c3)CC2)c2c3ccccc3n(C)c2c1=O | 2% | -3% | -10%
CC(O)c1cccc(NC(=O)C2CCCCC2)c1 (stereo not given) | 0% | -6% | 3%

7 entries from above, tab-delimited:
compound	FEN1 inhibitor	N370S GC mod	GCN5L2 inh
CN(C(=O)CSc1nc(-c2ccc(F)cc2)cs1)C1CCS(=O)(=O)C1 (stereo not given)	2%	-3%	1%
COc1ccc(CCN2C(=O)N(c3cccc(C)c3)C(=O)C2CC(=O)Nc2ccccc2)cc1OC (stereo not given)	-15%	.	2%
COc1ccc(Nc2cc(C)c3ccccc3n2)cc1	-3%	5%	-8%
Cc1cc(C)c(/C=C/c2onc(C)c2S(=O)(=O)N2CCC(C(=O)N(C)Cc3ccccc3)CC2)c(C)c1	-6%	.	-1%
Cc1ccc(N/N=C(\C#N)C(N)=S)c(C)c1	5%	8%	?
CC(=O)Nc1nnc(-c2c(-c3c(Cl)cccc3Cl)noc2C)o1	3%	-1%	-1%
Cc1c(Br)c([N+](=O)[O-])nn1CC(=O)Nc1ccc(CC#N)cc1	.	16%	1%

Further entries follow:
SMILES | FEN1 inhibitor | N370S GC mod | GCN5L2 inh
Cc1ccc(NC(=S)N(CCCN2CCCC2)Cc2cccn2Cc2ccc(Cl)cc2)cc1C | -3% | -3% | 2%
COC(=O)c1ccc(NC(=O)CN2C(=O)CSC2=O)cc1 | 6% | -3% | -2%
Nc1ccc(CN2CCCCCC2)cc1 | -1% | 4% | 8%
Cc1cc(=O)oc2c(C)c(OCC(=O)N3CCN(c4ccccc4)CC3)ccc12 | -19% | -3% | -1%
Cc1[nH]nc(SCC(=O)N2CCC(C)CC2)c1[N+](=O)[O-] | -12% | 6% | -13%
O=C(O)C1(P(=O)(c2ccc(Cl)cc2)c2ccc(Cl)cc2)CCCC1 | -6% | -3% | -5%
C=CCSc1nc2c(c(=O)[nH]c(=O)n2C)n1Cc1ccc(C)cc1 | -13% | 5% | -4%
CCOC(=O)c1c(NC(=O)CSc2nnc(Cc3ccccc3)o2)sc(C(C)=O)c1C | -17% | 7% | -4%
